Compound activity deposited in PubChem by National Center for Advancing Translational Sciences (NCATS).
RXFP1 antagonist – qHTS Assay for Antagonists of the Relaxin Receptor RXFP1; AID 1259400, 2018; hit rate 0.59% among 350,000; activity change, negative = inhibition, % at 57.5 µM; Relaxin receptor 1 (Homo sapiens), Q9HBX9; HEK293-RXFP1, relaxin-stimulated cAMP HTRF, 30 min; stronger effect = lower value;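 active means activity change of -60% or lower, but not beyond a set lower limit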; further: on the % scale 0 is the no-effect control and ±100 the full control effect
Target sequence (Q9HBX9 whole entry, looked up): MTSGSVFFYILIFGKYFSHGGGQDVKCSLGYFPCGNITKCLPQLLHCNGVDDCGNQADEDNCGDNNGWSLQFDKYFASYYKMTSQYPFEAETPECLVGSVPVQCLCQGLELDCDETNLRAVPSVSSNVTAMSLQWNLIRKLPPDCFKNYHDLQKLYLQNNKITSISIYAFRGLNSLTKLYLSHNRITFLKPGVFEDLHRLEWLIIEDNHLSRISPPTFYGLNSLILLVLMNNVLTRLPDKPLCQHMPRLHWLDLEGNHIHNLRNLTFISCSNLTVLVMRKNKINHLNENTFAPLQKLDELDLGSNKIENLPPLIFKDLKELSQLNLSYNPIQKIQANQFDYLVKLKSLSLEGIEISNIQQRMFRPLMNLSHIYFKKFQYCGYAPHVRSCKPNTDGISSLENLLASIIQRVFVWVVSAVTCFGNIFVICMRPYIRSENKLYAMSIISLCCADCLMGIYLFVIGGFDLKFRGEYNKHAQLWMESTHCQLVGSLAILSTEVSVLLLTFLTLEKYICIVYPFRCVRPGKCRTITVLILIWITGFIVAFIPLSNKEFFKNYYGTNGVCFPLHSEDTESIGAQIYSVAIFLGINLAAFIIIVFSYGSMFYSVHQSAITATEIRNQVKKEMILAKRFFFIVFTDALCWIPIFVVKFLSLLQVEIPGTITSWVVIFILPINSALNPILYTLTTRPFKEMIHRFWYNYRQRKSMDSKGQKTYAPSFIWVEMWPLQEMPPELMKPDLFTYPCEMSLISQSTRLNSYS
D1 agonist – Allosteric Agonists of the Human D1 Dopamine Receptor: qHTS | HEK293 T-REx D1 cells, calcium flux, agonist mode | activation, % at 2 µM | hit rate 1% among 360,000; in the data active means activation above about 30%; further: 0% is about no effect
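Agonism was scored from calcium flux recorded over 180 s (1 read/s) after pintool compound addition, following a 10-cycle baseline. Cells were inducible force-coupled HEK293 TREx D1, plated overnight at 30 C and loaded with no-wash calcium dye.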
RXFP1 agonist – qHTS Assay for Agonists of the Relaxin Receptor RXFP1 | HEK293T-RXFP1 cAMP TR-FRET, 30 min; response scale: percent of porcine relaxin response, buffer zero | Relaxin receptor 1 (Homo sapiens), Q9HBX9 | hit rate 0.3% among 370,000 | Potency, µM (titrated, usually from 57.5 µM), without a hit: at the highest dose activation, hits mostly activators; further: potency means the concentration at half of the fitted maximal effect; on the % scale 0 is the no-effect control and ±100 the full control effect; nearly all actives have a fitted effect of over 60% in size; many of its hits are not listed in these tables
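Agonist response is measured as cAMP accumulation in an RXFP1-transfected HEK293T line under PDE4 inhibition. Values are scaled between buffer-only and 29 nM porcine relaxin, and EC50s come from standard Hill equation fits.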
D1 antag – Antagonist of Human D 1 Dopamine Receptor: qHTS | D(1A) dopamine receptor (Homo sapiens), P21728 | AID 504652, 2011 | activity change, negative = inhibition, % at 10 µM | hit rate 3.2% among 360,000 | HEK293 TREx D1 cells, calcium flux, dopamine EC80; stronger effect = lower value; in the data active means activity change below about -30%; further: on the % scale 0 is the no-effect control and ±100 the full control effect
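Tetracycline-induced HEK293 Trex D1 cells, force-coupled to calcium, dye-loaded; compounds added and read 180 s, then EC80 dopamine added and calcium flux tracked kinetically another 180 s.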
Vif-APOBEC3F blk – qHTS for Inhibitors of Vif-A3F Interactions: qHTS; HeLa A3F-eYFP + Vif (tagged APOBEC3F with the HIV-1 protein that degrades it), YFP fluorescence increase; hit rate 0.2% among 390,000; Potency, µM (highest dose often 46.1 µM), inactives show at the top dose activity, negative = active; further: potency means the concentration at half of the fitted maximal effect; % of control where 0% means no effect; nearly all actives have a fitted effect of over 65% in size
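HeLa cells stably expressing Vif plus C-terminally eYFP-tagged A3F were seeded, incubated overnight at 37 deg C, dosed with compound, incubated overnight again at 37 deg C. Yellow fluorescence (Ex 488/Em 500-530) reported blocked Vif-mediated A3F-eYFP degradation.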
D2 potentiator – HTS Assay for Positive Allosteric Modulators of the Human D2 Dopamine Receptor: Primary Screen for Potentiators; D(2) dopamine receptor (Homo sapiens), P14416; HEK293 T-REx D2, calcium flux, EC20 dopamine potentiation; potentiation, % at 10 µM; hit rate 0.34% among 340,000; AID 485347, 2010;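 active means potentiation over 3 SD above the plate norm, cut at about 30% in these data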; further: 0% is about no effect
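Tetracycline-induced HEK293 T-REx cells force-coupled to calcium signalling expressed D2; compounds were pin-added after a 10 s baseline, read kinetically 180 s, then an EC20 dopamine challenge followed with a further 180 s calcium read.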
Glioma ERSR ind – qHTS for Inducers of the Endoplasmic Reticulum Stress Response (ERSR) in Human Glioma: qHTS | U87-MG GRP78 promoter luciferase reporter, 16 h | Potency, µM, inactives show at the top dose activation, actives largely listed as activators | hit rate 0.02% among 420,000 | AID 602332, 2012; further: potency means the concentration at half of the fitted maximal effect; series mostly up to about 76 µM; % of control where 0% means no effect; nearly all actives have a fitted effect of over 35% in size
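Stably transfected U87-MG human glioma cells carrying a GRP78-based luminescent sensor were seeded at 1000 cells/well, pin-dosed with compounds and incubated 16 h. Luciferase reagent was then added, and end-point luminescence was read after 10 min at room temperature.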
Vif-APOBEC3G blk – qHTS for Inhibitors of Vif-A3G Interactions: qHTS; DNA dC->dU-editing enzyme APOBEC-3G (Homo sapiens), Q9HC16; HeLa A3G-eYFP + Vif (tagged APOBEC3G with the HIV-1 protein that degrades it), YFP fluorescence, overnight; Potency, µM (titrated, usually from 46.1 µM), without a hit: top-dose activity, negative = active, actives largely listed as inhibitors; hit rate 0.076% among 410,000; AID 602310, 2012;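 further: potency means the concentration at half of the fitted maximal effect; on the % scale 0 is the no-effect control and ±100 the full control effect; nearly all actives have a fitted effect of over 60% in size; hits raise eYFP signal because A3G escapes Vif-driven loss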
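HeLa cells stably expressing Vif and C-terminally eYFP-tagged A3G, seeded overnight at 37 deg C, then exposed to compound by pintool overnight at 37 deg C. Rise in yellow fluorescence (Ex 488/Em 500-530, Acumen) marks blocked Vif-driven A3G degradation.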
D1 PAM – Potentiators of Human D1 Dopamine Receptor: qHTS. D(1A) dopamine receptor (Homo sapiens), P21728. HEK293 TREx D1 cells, calcium flux, dopamine EC20 potentiation. potentiation, % at 10 µM. hit rate 0.036% among 360,000. AID 504651, 2011; in the data active means potentiation above about 30%; further: 0% is about no effect
An asterisk follows results filed as active; nt = no result given; & = joins results of further samples. Unless noted, the call rests on the fitted dose curve; in most records, active means well fitted curve in the direction sought with a large enough effect; inconclusive means small, poorly fitted or top-dose-only effect, or another doubt; inactive means no such curve, though single readings can be large; an effect the other way counts as inactive or inconclusive. A portion of the library; the hit share may differ from the screen's.

[1] CN(Cc1nc2ccccc2c(=O)[nH]1)C(=O)c1cc(C2CC2)nn1-c1ccccc1
[2] Cc1ccc(C)c(-c2nc(Cn3c(=O)cc(-c4ccccc4)c4c(C)nn(C)c43)c(C)o2)c1
[3] N#Cc1cccc(NC(=S)Nc2ccccc2)c1
[4] O=C1OCCC1Sc1nnc(-c2ccc3c(c2)OCO3)n1-c1ccccc1 (centres undefined)
[5] CCOc1ccc(C(C)NC(=O)c2cccc(F)c2)cc1 (centres undefined)

Screen / compound no.,1,2,3,4,5
RXFP1 antagonist,0,3,7,2,-19
D1 agonist,4,3,2,1,8
RXFP1 agonist,-0.4%,3.0%,-0.1%,0.6%,-0.5%
D1 antag,25,14,11,-1,-24
Vif-APOBEC3F blk,0%,-4%,3%,-13%,-3%
D2 potentiator,1,-3,-1,2,-3
Glioma ERSR ind,3%,-4%,2%,-3%,-2%
Vif-APOBEC3G blk,-7%,-2%,0%,3%,4%
D1 PAM,nt,-3,2,5,1

[6] COc1ccc(CC(=O)NNC(=O)COc2ccc(Cl)cc2C)cc1S(=O)(=O)N1CCOCC1
[7] CCc1ccc(-n2nc(C)c3c(C)cc(=O)n(CC(=O)Nc4ccccc4C(=O)OC)c32)cc1
[8] CC(C)(C)c1ccc(NC(=O)COC(=O)C2(C)CC2(Cl)Cl)cc1 (centres undefined)
[9] CCOc1ccc(C(=O)Nc2ccccc2C#N)cc1[N+](=O)[O-]
[10] Cc1nn(-c2ccccc2)c(-n2cccc2)c1C(=O)NCc1ccccc1Cl

Screen / compound no.,6,7,8,9,10
RXFP1 antagonist,-5,nt,-34,-2,nt
D1 agonist,4,3,4,5,24
RXFP1 agonist,3.4%,5.3%,-2.5%,1.5%,-0.6%
D1 antag,0,-8,-7,-6,-8
Vif-APOBEC3F blk,9%,-1%,0%,5%,6%
D2 potentiator,-1,12,-2,4,-12
Glioma ERSR ind,-1%,-2%,6%,-3%,-1%
Vif-APOBEC3G blk,-2%,3%,0%,0%,2%
D1 PAM,nt,-8,-6,-3,-4

[11] CCc1nc2ccc(C(=O)N(C)CC(=O)Nc3ccccc3C(F)(F)F)cc2nc1CC
[12] CC(OC(=O)c1ccccc1NCc1ccco1)C(=O)Nc1ncc(Cl)cc1Cl (centres undefined)
[13] COc1ccc(-n2nnc3c(SCC(=O)c4ccccc4)ncnc32)cc1
[14] CCc1ccc(NC(=O)N(CCN(C)C)C(C)c2cccnc2)cc1 (centres undefined)
[15] Cc1c(C(=O)O)cnc2c([N+](=O)[O-])cnn12

Screen / compound no.,11,12,13,14,15
RXFP1 antagonist,-10,-3,-11,nt,16
D1 agonist,nt,0,11,4,1
RXFP1 agonist,nt,3.7%,0.7%,1.1%,28%
D1 antag,nt,29,-26,12,4
Vif-APOBEC3F blk,5%,-1%,-3%,0%,2%
D2 potentiator,nt,-11,-7,12,4
Glioma ERSR ind,-2%,-7%,-4%,-1%,0%
Vif-APOBEC3G blk,0%,-7%,-5%,-4%,0%
D1 PAM,nt,4,-3,nt,5

[16] O=C(NOCc1cscn1)Nc1ccccc1
[17] Cc1ccccc1C(OCC(O)CN1CCN(CCO)CC1)c1ccccc1 (centres undefined)
[18] Cc1ccc(S(=O)(=O)N2CCOCC2)cc1NC(=O)CN1CCN(c2ccc(O)cc2)CC1
[19] CC(C)(C)NC(=O)CCn1nc(-c2ccc(Cl)cc2)c2ccccc2c1=O
[20] Cn1c(=O)n(C)c2cc(NS(=O)(=O)c3cccs3)ccc21

Screen / compound no.,16,17,18,19,20
RXFP1 antagonist,-3,2,-9,19,15
D1 agonist,nt,0,1,0,2
RXFP1 agonist,nt,-0.2%,1.1%,-0.3%,0.7%
D1 antag,nt,3,9,2,-4
Vif-APOBEC3F blk,15%,5%,4%,2%,-28%
D2 potentiator,nt,-10,5,-5,3
Glioma ERSR ind,1%,0%,-4%,-3%,-3%
Vif-APOBEC3G blk,0%,0%,1%,0%,13%
D1 PAM,nt,-1,0,1,-7

[21] Cc1ccc(NC(=O)CCS(=O)(=O)c2cc3[nH]c(=O)c(=O)[nH]c3cc2C)cc1
[22] Fc1ccc2c(c1)c1n[nH]c(=S)nc1n2CCc1ccccc1
[23] Cc1ccc(-n2[nH]c(C)c(/C=N/Nc3ccc([N+](=O)[O-])cc3[N+](=O)[O-])c2=O)cc1
[24] CC(=O)c1c(C)[nH]c(C(=O)COC(=O)c2nccnc2N)c1C
[25] Cc1cc(C)cc(OCC(=O)NCCc2nc3ccccc3[nH]2)c1
[26] COCCn1c(C)cc(O)c(C(c2ccccc2OC)N2CCN(c3ccccc3)CC2)c1=O (centres undefined)
[27] CCOC(=O)c1oc2cc(OC(C)=O)ccc2c(=O)c1-c1ccc(OC)c(OC)c1
[28] CN(Cc1nccn1C)C(=O)c1cc(COc2ccc3ncccc3c2)on1

Screen / compound no.,21,22,23,24,25,26,27,28
RXFP1 antagonist,-1,-29,-74*,-8,-14&6,5,1,3
D1 agonist,3,5,6,8,3&4,0,2,16
RXFP1 agonist,-1.4%,4.7%,-1.0%,1.3%,0.4%&0.3%,0.8%,-1.2%,1.5%
D1 antag,4,-13,-7,2,-3&8,-23,-1,3
Vif-APOBEC3F blk,-6%,7%,-4%,-10%,4%,7%,0%,-5%
D2 potentiator,8,5,5,10,-3&-17,-17,-5,9
Glioma ERSR ind,-4%,1%,-9%,2%,-4%&-5%,-1%,2%,-2%
Vif-APOBEC3G blk,-1%,0%,-1%,-4%,0%&-3%,-2%,-7%,2%
D1 PAM,-5,-1,-10,nt,-2&-5,-3,0,0

Among those listed so far, nine contain sulfur:
[3] N#Cc1cccc(NC(=S)Nc2ccccc2)c1
[4] O=C1OCCC1Sc1nnc(-c2ccc3c(c2)OCO3)n1-c1ccccc1 (centres undefined)
[6] COc1ccc(CC(=O)NNC(=O)COc2ccc(Cl)cc2C)cc1S(=O)(=O)N1CCOCC1
[13] COc1ccc(-n2nnc3c(SCC(=O)c4ccccc4)ncnc32)cc1
[16] O=C(NOCc1cscn1)Nc1ccccc1
[18] Cc1ccc(S(=O)(=O)N2CCOCC2)cc1NC(=O)CN1CCN(c2ccc(O)cc2)CC1
[20] Cn1c(=O)n(C)c2cc(NS(=O)(=O)c3cccs3)ccc21

Screen / compound no.,3,4,6,13,16,18,20
RXFP1 antagonist,7,2,-5,-11,-3,-9,15
D1 agonist,2,1,4,11,nt,1,2
RXFP1 agonist,-0.1%,0.6%,3.4%,0.7%,nt,1.1%,0.7%
D1 antag,11,-1,0,-26,nt,9,-4
Vif-APOBEC3F blk,3%,-13%,9%,-3%,15%,4%,-28%
D2 potentiator,-1,2,-1,-7,nt,5,3
Glioma ERSR ind,2%,-3%,-1%,-4%,1%,-4%,-3%
Vif-APOBEC3G blk,0%,3%,-2%,-5%,0%,1%,13%
D1 PAM,2,5,nt,-3,nt,0,-7

[21] Cc1ccc(NC(=O)CCS(=O)(=O)c2cc3[nH]c(=O)c(=O)[nH]c3cc2C)cc1
[22] Fc1ccc2c(c1)c1n[nH]c(=S)nc1n2CCc1ccccc1

Screen / compound no.,21,22
RXFP1 antagonist,-1,-29
D1 agonist,3,5
RXFP1 agonist,-1.4%,4.7%
D1 antag,4,-13
Vif-APOBEC3F blk,-6%,7%
D2 potentiator,8,5
Glioma ERSR ind,-4%,1%
Vif-APOBEC3G blk,-1%,0%
D1 PAM,-5,-1
